VLA-4 inh – inhibition in a human VLA-4 binding assay. P13612. VLA-4 expressing cells, ligand binding flow cytometry. inhibition, % (about 7 µM as worked out from the volumes in the protocol). actives 0.2% (n = 330,000). AID 2557; in the data active = inhibition above about 50%
PP5 inh – blocks human protein phosphatase 5 activity; inhibition, % at 6.7 µM; actives 0.18% (n = 320,000); P53041; purified PP5c, OMFP substrate fluorescence;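 active = inhibition above the campaign's mean inhibition across all tested compounds plus 3 SD, cut at about 9.5% in these data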;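 note: 0% = DMSO only and 100% = 100 µM cantharidin control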
procasp7 counter – counter-screen for procaspase-3 activators: activators of human procaspase-7; P55210; recombinant procaspase-7, Ac-DEVD-pNA absorbance 405 nm; D23A/D198A/D206A triple mutant, cannot self-cleave; scale: DMSO 0, 5 µM enzyme 100; activation, % at 8.5 µM; actives 0.093% (n = 330,000);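 active = percent activation above the screen-wide mean plus 3 SD, cut at about 25% in these data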
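Replicates: singlicate. Assay system: Procaspase-7 triple mutant (PC-7 D3A). Signal: 405 nm absorbance of p-nitroaniline. Times: 1 h preincubation, 2 h reaction. Buffer or medium: Zinc-free HEPES pH 7.4 with 300 mM NaCl, 0.01% Triton X-100. Also added: DEVD-pNA substrate. Benchmarks: DMSO wells as 0%, DMSO with 5 µM added PC-7 as 100%.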
procasp3 activ – procaspase-3 (human) activation; P42574; actives 0.11% (n = 330,000); activation, % at 8.5 µM; recombinant procaspase-3 D3A, Ac-DEVD-pNA absorbance 405 nm;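 active = activation above the mean of all tested compounds plus 3 SD, cut at about 21% in these data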;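 note: 0% = DMSO alone and 100% = DMSO wells spiked with extra 5 µM PC-3 D3A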
Target sequence (P42574 whole entry D9A/D28A/D175A): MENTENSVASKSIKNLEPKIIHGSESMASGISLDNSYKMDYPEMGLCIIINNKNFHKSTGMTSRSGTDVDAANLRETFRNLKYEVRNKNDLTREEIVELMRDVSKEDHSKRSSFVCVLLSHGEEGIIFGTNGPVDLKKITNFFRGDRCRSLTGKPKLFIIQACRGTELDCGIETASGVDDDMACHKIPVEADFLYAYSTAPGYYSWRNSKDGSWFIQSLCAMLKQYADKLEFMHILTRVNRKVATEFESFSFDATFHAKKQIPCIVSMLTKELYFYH
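Technique: 405 nm absorbance of p-nitroaniline, reads at 0 and 120 min; Test system: Procaspase-3 D3A mutant; Incubation: 1 h enzyme-compound preincubation, then 2 h substrate reaction, 25 °C; Repeats: singlicate, each compound tested once; Benchmarks: low control DMSO wells, high control DMSO plus 5 µM PC-3 D3A.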
GRK2 inh – inhibitors of human GRK2 displacing RNA aptamer; AID 488847; actives 0.59% (n = 330,000); bead flow cytometry, FAM-aptamer displacement from GRK2; inhibition of aptamer binding, % at 10 µM;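 active = inhibition of aptamer binding above 40%, roughly 3 SD of noise, on plates passing a quality check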;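 note: median bead fluorescence of bound FAM aptamer so fluorescent compounds give negative values; no value below 0 was filed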
Target sequence (P25098 whole entry, looked up): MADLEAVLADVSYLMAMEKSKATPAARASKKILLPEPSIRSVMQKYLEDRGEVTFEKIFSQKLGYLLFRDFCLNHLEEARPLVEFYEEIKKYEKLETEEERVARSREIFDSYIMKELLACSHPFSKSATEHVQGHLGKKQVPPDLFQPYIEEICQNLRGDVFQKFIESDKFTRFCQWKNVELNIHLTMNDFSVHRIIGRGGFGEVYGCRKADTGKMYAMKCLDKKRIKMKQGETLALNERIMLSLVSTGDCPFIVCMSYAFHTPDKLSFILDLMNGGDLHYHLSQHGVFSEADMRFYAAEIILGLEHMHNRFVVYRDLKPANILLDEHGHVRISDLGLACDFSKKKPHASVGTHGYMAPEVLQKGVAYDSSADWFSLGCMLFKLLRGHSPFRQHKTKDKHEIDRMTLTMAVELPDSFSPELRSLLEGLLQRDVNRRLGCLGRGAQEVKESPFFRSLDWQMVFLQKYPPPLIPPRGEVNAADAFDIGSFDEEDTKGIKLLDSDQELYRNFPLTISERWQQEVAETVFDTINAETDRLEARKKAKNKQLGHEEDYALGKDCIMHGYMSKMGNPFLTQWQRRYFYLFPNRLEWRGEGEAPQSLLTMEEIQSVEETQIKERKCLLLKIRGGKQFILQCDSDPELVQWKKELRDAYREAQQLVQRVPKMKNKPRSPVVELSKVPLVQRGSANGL
PP1 inh – counter-screen for PP5 inhibitors: inhibitors of human PP1-alpha | P62136 | purified PP1alpha, OMFP fluorescence | inhibition, % at 6.7 µM | actives 0.9% (n = 320,000);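 active = inhibition above the mean inhibition of all tested compounds plus 3 SD, computed separately for each screening campaign, cut at about 15% in these data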
Fh CTSL1 inh – cathepsin L1 inhibition, PFM18AAP counter-screen; recombinant F. hepatica cathepsin L1, Z-Leu-Arg-MCA fluorescence; inhibition, % at 5.96 µM; actives 0.49% (n = 300,000); AID 1906;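 active = inhibition above the mean of all tested compounds plus 3 SD, set per screening campaign, cut at about 17% in these data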;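 note: 0% = plate median of test compound wells and 100% = 1 µM Z-Phe-Ala-diazomethylketone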
HCV core dimer – HCV core protein dimerization inhibition | TR-FRET GST/Flag-core106 dimerization, 1536-well | AID 1899 | inhibition, % at 5 µM | actives 0.33% (n = 300,000);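 active = inhibition above the mean of all tested compounds plus 3 SD, set per screening campaign, cut at about 45% in these data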
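Assay system: Tagged HCV core106 pair (GST and Flag) | Buffer or medium: KF-containing HEPES buffer, pH 7.45, DTT, CHAPS, BSA | Also added: Eu donor and XL665 acceptor anti-tag antibodies | Dosing: One concentration, 5 µM, in 0.5% DMSO | Timing: 4 h at 22.5 °C | Technique: TR-FRET 671 and 617 nm emission | Repeats: Singlicate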
GASC-1 inh – human JMJD2C demethylase inhibition. Q9H3R0. inhibition, % at 2.35 µM. GST-JMJD2C(1-420) H3K9me3 demethylation, DELFIA europium. AID 2099. actives 0.069% (n = 330,000);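 active = more than half of a compound's replicate wells show inhibition beyond 50%, single wells judged on their own value; inconclusive = some, but no more than half, of replicates pass 50% inhibition; inactive = no replicate passes 50% inhibition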;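 note: signal counts dimethyl H3K9 product captured on neutravidin plate; 0% = median of DMSO wells and 100% = 0.3 times that DMSO median; strong numbers were not always called active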
An asterisk follows results filed as active; & = joins results of further samples. Only part of the results is shown, so the mix of outcomes need not match the whole.

Screening N#CC(C#N)=Cc1ccc(N2CCCC2)cc1 returned VLA-4 inh 3, PP5 inh 0.3, procasp7 counter -6, procasp3 activ -9, GRK2 inh 2, PP1 inh 0, Fh CTSL1 inh -2, HCV core dimer 0 and GASC-1 inh -6.
`CCCC(C)C1(CC)C(=O)NC(=O)N=C1N` (configuration not stated) gave VLA-4 inh 13, PP5 inh 1.4, procasp7 counter 2, procasp3 activ 3, GRK2 inh 1, PP1 inh -3, Fh CTSL1 inh -3, HCV core dimer 4 and GASC-1 inh -8.
Screening CCc1ccc(N2C(=O)NC(=O)/C(=C\C=C\c3ccco3)C2=O)cc1 returned VLA-4 inh 2, PP5 inh -1.1, procasp7 counter 1, procasp3 activ -16, GRK2 inh 10, PP1 inh 0, Fh CTSL1 inh 1, HCV core dimer 6 and GASC-1 inh -5.
CCCC(=O)c1ccc(CP(=O)(OCC)OCC)o1 was read as VLA-4 inh 0, PP5 inh 0.8, procasp7 counter -2, procasp3 activ 1, GRK2 inh 2, PP1 inh -4, Fh CTSL1 inh 1, HCV core dimer -8 and GASC-1 inh 5.
`O=C1CCCC2C3CCCN4CCCC(CN12)C34` (configuration not stated) gave VLA-4 inh -5, PP5 inh 3.4, procasp7 counter 5, procasp3 activ -5, GRK2 inh 2, PP1 inh 0, Fh CTSL1 inh -1, HCV core dimer -6 and GASC-1 inh 8.
Screening COc1ccc(CCn2c(O)c(C=Nc3ccc(F)cc3)c(=O)[nH]c2=O)cc1OC returned VLA-4 inh -18, PP5 inh 1.0, procasp7 counter -7, procasp3 activ -10, GRK2 inh 2, PP1 inh 2, Fh CTSL1 inh 3, HCV core dimer -2 and GASC-1 inh -19.
`CCCCOc1nc2ccccc2c(=O)n1-c1ccccc1` gave VLA-4 inh 5, PP5 inh 0.9, procasp7 counter 15, procasp3 activ 5, GRK2 inh 0, PP1 inh -1, Fh CTSL1 inh 4, HCV core dimer 7 and GASC-1 inh inactive.
For Cc1cc(OC(C)C(=O)N[C@H](C(=O)O)c2ccccc2)c2c3c(c(=O)oc2c1)CCC3 (some centres not stated) the results were VLA-4 inh -2, PP5 inh 1.1, procasp7 counter 8, procasp3 activ 14, GRK2 inh 0, PP1 inh -1, Fh CTSL1 inh 4 and HCV core dimer 1.
For COc1ccc(C(CNC(=O)Cc2ccc(Cl)c(Cl)c2)N(C)C)cc1 (configuration not stated) the results were VLA-4 inh 5, PP5 inh -0.1, procasp7 counter -3, procasp3 activ 5, GRK2 inh 0, PP1 inh 1, Fh CTSL1 inh 2, HCV core dimer 0 and GASC-1 inh -5.
`O=C(NC(=S)N1C[C@H]2C[C@H](C1)c1cccc(=O)n1C2)c1ccc(Cl)cc1` gave VLA-4 inh -17, PP5 inh 3.4, procasp7 counter 2, procasp3 activ -3, GRK2 inh 0, PP1 inh -4, Fh CTSL1 inh -4 and HCV core dimer 1.
`O=C(CCN1CCOCC1)Nc1ccc(Br)cc1C(=O)c1ccccc1` gave VLA-4 inh -4, PP5 inh 0.0, procasp7 counter -15, procasp3 activ 2, GRK2 inh 0, PP1 inh 3, Fh CTSL1 inh 2, HCV core dimer -10 and GASC-1 inh 2.
CC[N+](CC)(CC#CCO)CC#Cc1ccccc1 was read as VLA-4 inh 6, PP5 inh -0.1, procasp7 counter 7, procasp3 activ 15, GRK2 inh 0, PP1 inh 0, Fh CTSL1 inh 0, HCV core dimer 3 and GASC-1 inh 0.
Screening O=C(NCCN1CCCCC1)c1ccc(Cl)nc1Cl returned VLA-4 inh -5, PP5 inh 0.0, procasp7 counter 5, procasp3 activ -4, GRK2 inh 0, PP1 inh -1, Fh CTSL1 inh 1, HCV core dimer 2 and GASC-1 inh 8.
For O=c1[nH]c(=O)n(-c2ccccc2F)c(O)c1/C=C1\C=Nc2ccccc21 the results were VLA-4 inh 6, PP5 inh 1.1, procasp7 counter -6, procasp3 activ 0, GRK2 inh 2, PP1 inh -2, Fh CTSL1 inh -2, HCV core dimer 8 and GASC-1 inh 9.
Screening Cc1c(N=Cc2c(O)n(CCc3ccccc3)c(=O)[nH]c2=O)c(=O)n(-c2ccccc2)n1C returned VLA-4 inh 12, PP5 inh -0.8, procasp7 counter -4, procasp3 activ 3, GRK2 inh 0, PP1 inh -4, Fh CTSL1 inh 4, HCV core dimer 2 and GASC-1 inh -6&-4.
O=C(CNC(=O)OCc1ccccc1)Nc1ccc(Br)cc1C(=O)c1ccccc1 was read as VLA-4 inh -10, PP5 inh 6.9, procasp7 counter -2, procasp3 activ 5, GRK2 inh 0, PP1 inh 7, Fh CTSL1 inh 4, HCV core dimer 10 and GASC-1 inh 14.
Screening COc1cc(N)c(Cl)cc1C(=O)NC1CN2CCC1CC2 (configuration not stated) returned VLA-4 inh 45, PP5 inh -3.7, procasp7 counter -2, procasp3 activ -3, GRK2 inh 0, PP1 inh -6, Fh CTSL1 inh -3, HCV core dimer 0 and GASC-1 inh -47.
`N/C(=N\N=C/c1ccc(-c2ccc(O)c(C(=O)O)c2)o1)N[N+](=O)[O-]` gave VLA-4 inh 4, PP5 inh 1.7, procasp7 counter 1, procasp3 activ -9, GRK2 inh 23, PP1 inh 5, Fh CTSL1 inh 4, HCV core dimer -25 and GASC-1 inh -3.
COC(=O)C1=C(c2cccc(C#N)c2)C[C@@H]2CC[C@H]1N2C(=O)N1CCc2cc(OC)c(OC)cc2C1 was read as VLA-4 inh 0, PP5 inh 1.4, procasp7 counter 10, procasp3 activ 4, GRK2 inh 0, PP1 inh -4 and GASC-1 inh 1.
Screening Cc1ccc(N2CCN(CCc3ccccc3)CC2)cc1 returned VLA-4 inh -6, PP5 inh -1.7, procasp7 counter 4, procasp3 activ 3, GRK2 inh 0, PP1 inh 0, Fh CTSL1 inh 1, HCV core dimer 0 and GASC-1 inh 4.
Screening O=c1c2ccccc2nc(-c2ccco2)n1-c1ccccn1 returned VLA-4 inh 22, PP5 inh 1.4, procasp7 counter 4, procasp3 activ 3, GRK2 inh 1, PP1 inh -1, Fh CTSL1 inh 1, HCV core dimer -2 and GASC-1 inh 13.
`O=P(NS(=O)(=O)c1ccccc1)(Oc1ccccc1)Oc1ccccc1` gave VLA-4 inh -9, PP5 inh 2.8, procasp7 counter -2, procasp3 activ 6, GRK2 inh 2, PP1 inh 1, Fh CTSL1 inh 3, HCV core dimer 2 and GASC-1 inh -5.
Screening CNC(=O)Oc1ccc2ncccc2c1 returned VLA-4 inh 0, PP5 inh 2.9, procasp7 counter 11, procasp3 activ 3, GRK2 inh 1, PP1 inh -1, Fh CTSL1 inh 0, HCV core dimer 0 and GASC-1 inh 7.
For CCOC(=O)C1CCN(C=C2C(=O)N(C)C(=S)N(C)C2=O)CC1 the results were VLA-4 inh -5, PP5 inh 1.2, procasp7 counter 0, procasp3 activ -2, GRK2 inh 0, PP1 inh 1, Fh CTSL1 inh -1, HCV core dimer -6 and GASC-1 inh -1.
CCC(C)C1N=C(c2ccccc2)c2cc(Cl)ccc2N(CC(=O)NCc2ccco2)C1=O (configuration not stated) was read as VLA-4 inh 7, PP5 inh -0.4, procasp7 counter 8, procasp3 activ 5, GRK2 inh 0, PP1 inh -4, Fh CTSL1 inh 3, HCV core dimer 6 and GASC-1 inh -4.
`CC1=NN(c2ccccc2)C(=O)C1/C=C1\C(=O)NC(=O)N(c2cc(C)cc(C)c2)C1=O` (configuration not stated) gave VLA-4 inh -5, PP5 inh 3.7, procasp7 counter 3, procasp3 activ -3, GRK2 inh 2, PP1 inh 0, Fh CTSL1 inh 1, HCV core dimer 1 and GASC-1 inh 2.
Screening CCn1cc(C(=O)c2ccccc2)c2ccccc21 returned VLA-4 inh 0, PP5 inh 3.9, procasp7 counter 8, procasp3 activ -4, GRK2 inh 3, PP1 inh 2, Fh CTSL1 inh 0, HCV core dimer -2 and GASC-1 inh 8.
Screening N=C1c2ccccc2CN1c1ncccn1 returned VLA-4 inh 8, PP5 inh -4.0, procasp7 counter 5, procasp3 activ 5, GRK2 inh 0, PP1 inh -1, Fh CTSL1 inh 1, HCV core dimer -4 and GASC-1 inh 3.
Screening O=P(CCl)(Nc1ccccc1)C(Cl)(Cl)Cl (configuration not stated) returned VLA-4 inh 7, PP5 inh -0.7, procasp7 counter 1, procasp3 activ -8, GRK2 inh 0, PP1 inh 6, Fh CTSL1 inh -3, HCV core dimer 0 and GASC-1 inh 45.
For O=[N+]([O-])c1cccc(O)c1 the results were VLA-4 inh 8, PP5 inh 1.4, procasp7 counter 3, procasp3 activ 11, GRK2 inh 2, PP1 inh 0 and GASC-1 inh 0.
`Cn1c(C(=O)N2CCC(C(=O)N3CCC4(CC3)OCCO4)CC2)cc2sccc21` gave VLA-4 inh 14, PP5 inh -0.3, procasp7 counter -8, procasp3 activ 6, GRK2 inh 4, PP1 inh -2, Fh CTSL1 inh 2, HCV core dimer 1 and GASC-1 inh 0.
Screening N[C@@H](Cc1c[nH]c2ccccc12)c1nnc(SCc2ccccc2F)o1 returned VLA-4 inh 0, PP5 inh 0.5, procasp7 counter 0, procasp3 activ -4, GRK2 inh 0, PP1 inh 3, Fh CTSL1 inh 2, HCV core dimer -14 and GASC-1 inh -4.
Cc1ccc(-c2nc(N(C)C3CCN(C)CC3)c3ccccc3n2)cc1 was read as VLA-4 inh 16, PP5 inh 0.9, procasp7 counter -1, procasp3 activ -2, GRK2 inh 0, PP1 inh 5, Fh CTSL1 inh -2, HCV core dimer -1 and GASC-1 inh inconclusive.
`C[C@@]1([C@@H](NP(=O)(c2ccccc2)c2ccccc2)c2ccccc2)C[C@H]1CCO` gave PP5 inh 1.8, procasp7 counter -10, procasp3 activ 3, PP1 inh -2, Fh CTSL1 inh -1, HCV core dimer 7 and GASC-1 inh 5.
`COC(=O)C1=C(c2c(C)noc2C)C[C@@H]2CC[C@H]1N2C(=O)NCc1ccc(F)cc1` gave VLA-4 inh 20, PP5 inh 0.3, procasp7 counter 5, procasp3 activ 1, GRK2 inh 1, PP1 inh -4 and GASC-1 inh 2.
Screening CC(C(=O)Nc1ccc(Br)cc1C(=O)c1ccccc1)N1CCOCC1 (configuration not stated) returned VLA-4 inh 16, PP5 inh 4.1, procasp7 counter 5, procasp3 activ 3, GRK2 inh 2, PP1 inh 0, Fh CTSL1 inh -2, HCV core dimer -2 and GASC-1 inh 18.

Compound activity from PubChem.
